# Compound activity deposited in PubChem BioAssay by Sanford-Burnham Center for Chemical Genomics.
# H9c2 TAG inh: triacylglycerol accumulation inhibition | inhibition, % at 12.5 µM | H9c2 cells, Nile Red lipid (TAG) fluorescence; cells loaded with 200 µM oleic acid | AID 651582 | 230,000 tested, 0.66% active;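 active = pattern-corrected inhibition of lipid staining of at least 50% with the nuclear-stain viability signal not falling by more than 50%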;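 note: 0% = DMSO wells and 100% = triacsin C control wells; some results filed as inactive read as strong as hits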
# H9c2 TAG inh DAPI viability: second read-out of H9c2 TAG inh, no call of its own (marks repeat the call); DAPI nuclei signal change (viability), lower = more cytotoxic, %;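 whole-well DAPI fluorescence read on a plate reader as a viability signal; minus 50 percent equals half of cells still viable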
# * hit, by the source's call. Some of the compounds tested; rates above refer to the full screens.
SMILES,H9c2 TAG inh,H9c2 TAG inh DAPI viability
COc1ccc(C(c2nnnn2Cc2cccs2)N2CCN(c3ccccc3)CC2)cc1OC (configuration not stated),2,-10
COc1ccccc1Oc1ccc(NC(=O)Cc2ccccc2)cc1,6,2
CC(C)CC(=O)Nc1ccc([N+](=O)[O-])cc1Cl,0,-19
COc1ccccc1/C=C/C(=O)OCC(=O)NC1CCCCCCC1,4,-8
CCN1CCN(C(=O)CN(c2ccc(C)cc2)S(C)(=O)=O)CC1,5,-5
Cc1cccc(COc2coc(CN3CCN(C(=O)c4ccco4)CC3)cc2=O)c1,-6,0
Cc1nc2ccc(S(=O)(=O)NCC(=O)N3CCN(c4ccccc4)CC3)cc2s1,-6,6
NC(=O)C1CCN(C(=O)CN(c2ccc3c(c2)OCCO3)S(=O)(=O)c2ccccc2)CC1,7,1
CCn1c(SCc2nc3cc(OC)c(OC)cc3c(=O)[nH]2)nc2ccccc21,-6,-2
CC(C)N1CCCC(C)(C(=O)Nc2ccccc2)C1 (configuration not stated),9,-10
Cc1ccc(S(=O)(=O)CCC(=O)NCCN2C(=O)S/C(=C\c3ccccc3)C2=O)cc1,9,7
O=C(O)c1cccc(S(=O)(=O)N2CCSCC2)c1,12,-19
COc1ccccc1-n1c(SC)nc(O)cc1=O,-4,4
CC(C)(C)C1CCc2c(C(=O)NNC(=O)/C=C/C(=O)O)csc2C1 (configuration not stated),-3,9
O=C(O)CCCC(=O)Nc1ccn(-c2ccccc2)n1,6,-6
Cc1ccc(S(=O)(=O)N2C[C@H]3C(=O)C[C@@H](c4cccc(Cl)c4)N(S(=O)(=O)c4ccc(C)cc4)[C@H]3C[C@H]2c2ccccc2)cc1,20,-14
CS(=O)(=O)Cc1ccc(C(=O)N(CCc2ccccc2)Cc2ccccc2)cc1,0,5
O=C(CN1CCOCC1)Nc1nc(-c2ccc3c(c2)CCN3S(=O)(=O)c2ccccc2)cs1,5,7
Fc1ccc(-c2nc3ccncc3[nH]2)cc1,4,-6
O=C(CSc1nnc(CNC(=O)c2ccccc2)o1)NCc1ccco1,1,2
CC(C)n1nnnc1SCC(=O)N1CCOCC1,7,-10
Cc1cc(C(=O)OC(C)C(=O)NC2CCCCC2)c(C)o1 (configuration not stated),29,-7
N/C(CC(=O)Nc1ccc(F)c(Cl)c1)=N\OC(=O)c1cccs1,8,-6
CCOC(=O)c1c(C)nc2c(C)cccn12,1,3
CC(C)(C)c1ccc(-n2ncc3c2CCCC3NC(=O)C2=NNC(=O)CC2)cc1 (configuration not stated),-41,0
CC1CCN(C(=O)C2CCC(CNc3c(N4CCCCC4)c(=O)c3=O)CC2)CC1 (configuration not stated),1,4
COc1ccc(O)c(C(=O)c2cc(C#N)c(=O)n(-c3ccc(Cl)cc3)c2)c1,-1,-8
OC(CNCc1ccc(Cl)cc1)C(F)(F)F (configuration not stated),-9,3
NC(=O)Cn1cc(/C=N\NS(=O)(=O)c2ccc(Cl)cc2)c2ccccc21,13,-4
O=C(O)c1cc(N/N=C/C=C/c2ccccc2)ccc1Cl,16,-5
O=C(COC(=O)c1ncc(Cl)c(Cl)c1Cl)NC1CCS(=O)(=O)C1 (configuration not stated),4,-1
CSc1ccccc1NC(=O)CSc1nnnn1-c1ccccc1SC,8,8
COc1ccc(S(=O)(=O)NC(CC(C)C)C(=O)NC(C)c2cccs2)cc1 (configuration not stated),-3,-5
O=C(Nc1ccc(C(=O)O)cc1)/C(=C\c1ccc2c(c1)OCO2)NC(=O)c1ccccc1,6,-16
COC(=O)c1cn(C(C)C(=O)NCc2ccco2)c2ccccc12 (configuration not stated),40,-7
O=C(CNC1CCCCC1)NCC1(c2ccccc2)CCCC1,-10,8
Cc1cc(C(=O)CSc2cccc[n+]2[O-])c(C)n1-c1ccc(OC(F)F)cc1,-16,-9
COc1ccc(NC(=O)c2cccnc2)c([N+](=O)[O-])c1,14,-14
O=S(=O)(NCc1ccccc1)c1ccc(Br)c2nsnc12,-21,-2
O=C(COc1ccc(Cl)cc1Cl)NCCN1CCCCC1,10,-6
CCCOc1ccc(F)cc1-c1cc(C(=O)Nc2cc(OC)c(OC)c(OC)c2)[nH]n1,3,-5
COc1ccc(-n2c(C)c([N+](=O)[O-])c3ccc(O)c(CN4CCCCC4)c32)cc1,-4,3
Cc1cc(C)c2nc(C(F)(F)F)nc(NCCCN3CCOCC3)c2c1,15,6
Cc1cccc(S(=O)(=O)NC(=O)C2(C)CCN2C(=O)CC2CCCCC2)c1 (configuration not stated),1,3
COc1cc(C(=O)OCC2CC(c3ccccc3)=NO2)cc(OC)c1OC (configuration not stated),-7,6
CCN(CC)C(=O)CN(c1ccc(Cl)cc1)S(=O)(=O)c1ccccc1,-4,2
CCOc1ccc(OCC)c(NC(=O)c2ccc(CNc3c(N4CCCC4)c(=O)c3=O)cc2)c1,18,-12
O=C(CN1CCCC1)OCCCc1ccccc1,6,6
CN(C)Cc1c(-c2ccc(Cl)cc2)nc2ccccn12,-9,-2
O=c1cc(-c2ccccc2)nc(SCc2ccccc2)[nH]1,-6,7
O=C(Nc1nnc(C(F)(F)F)s1)C1COc2ccccc2O1 (configuration not stated),-2,18
CC(C)(C)OC(=O)N1CCC[C@H]1c1nnc(SCc2cccc(Cl)c2)o1,-9,-4
CC1CCCCC1NC(=O)COC(=O)c1cc(=O)c2ccccc2o1 (configuration not stated),-3,-1
O=C(/C=C/c1ccco1)Oc1ccc(C(=S)N2CCOCC2)cc1,8,5
CSc1ccccc1OCc1cc(C(=O)N2CCNC(=O)C2)no1,-2,0
CCOC(=O)C1=C(O)C(=O)N(Cc2ccc(C(C)(C)C)cc2)CC1,3,-8
O=C(NCC(c1ccco1)N1CCc2ccccc21)c1cccc([N+](=O)[O-])c1 (configuration not stated),1,-8
CC(C)CN(C(=O)COC(=O)c1c2c(nc3ccccc13)CCC2)c1c(N)n(Cc2ccccc2)c(=O)[nH]c1=O,6,-12
CCC1CCc2sc(C(=O)N(C)CC(=O)Nc3ccc(OC)cc3)cc2C1 (configuration not stated),-7,-2
O=C(c1cccc(-c2ccco2)c1)N1CCCC(N2CCN(c3ccc(F)cc3)CC2)C1 (configuration not stated),-13,6

# More results follow.
SMILES,H9c2 TAG inh,H9c2 TAG inh DAPI viability
Cc1ccc(-n2ncc(N(C)C)c(Cl)c2=O)cc1,-4,8
Cc1ccc(NC(=O)c2cc(-c3cccs3)nc3ccccc23)nc1,-6,22
CC(CN1C(C)CCCC1C)OC(=O)c1ccc(Cl)cc1Cl (configuration not stated),1,4
O=C(c1ccc(Cl)cc1)N1CCC(=O)N(C(CO)Cc2ccccc2)CC1 (configuration not stated),-4,-2
CS(=O)(=O)c1ccc(Cl)c(NC(=O)C2CCN(S(=O)(=O)c3cccs3)CC2)c1,4,3
C/C(=N\NC(=O)C1CCCC1)c1ccc(C(C)C)cc1,-7,-1
CSc1nnc(C(C)(C)C)c(=O)n1/N=C/c1ccccc1O,6,-4
CC[C@@]12C(=O)N(c3cccc(Br)c3)C(=O)N1[C@H](c1cccc(C)c1)[C@@H]1C(=O)N(Cc3ccccc3)C(=O)[C@@H]12,-15,-5
CCN1C(=O)c2cccc3c(S(=O)(=O)N4CCC(C)CC4)ccc1c23,1,32
COc1ccc(CN(CCC(c2ccc(F)cc2)C2CCOC(C)(C)C2)C(=O)c2ccco2)cc1 (configuration not stated),8,-8
Cn1ncc2c(N3CCN(c4ccc(Cl)c(Cl)c4)CC3)ncnc21,28,-22
Cc1ccc(SCCC(=O)N2CCC(C(N)=O)CC2)cc1,-25,4
C=CCNC(=O)c1cc(Cl)ccc1Cl,-3,2
CCOC(=O)c1cnc(-c2ccccc2)nc1N1CC(C)OC(C)C1 (configuration not stated),27,-5
Cc1csc(NC(=O)c2cccc(S(=O)(=O)N3CCCCC3)c2)n1,3,-16
N#CC(c1ccccc1)c1ccc(C(=O)c2ccc(F)cc2)cc1 (configuration not stated),-18,11
CCCCN1CC[C@H]2C=CC[C@@H](C(=O)Nc3nccs3)[C@H]2C1=O,-10,-5
N#CC1(NC(=O)CSc2nnc(Nc3ccccc3F)s2)CCCC1,9,-4
C[C@@H]1CCCCCCCCC(=O)OCCN(C(=O)OC(C)(C)C)[C@H](C)CCCCCCCCC(=O)OCCN(C(=O)OC(C)(C)C)[C@H](C)CCCCCCCCC(=O)OCCN(C(=O)OC(C)(C)C)[C@H](C)CCCCCCCCC(=O)OCCN1C(=O)OC(C)(C)C,-19,-9
Cc1ccc(OCCCCN(C)Cc2ccccc2)c(Br)c1,-24,31
O=C(NCCc1ccccc1)C1CCC(CNS(=O)(=O)c2cccs2)CC1 (configuration not stated),14,0
Cn1c(N)c(C(=O)COC(=O)Cc2ccc(Cl)cc2)c(=O)n(C)c1=O,10,-4
CCOC(=O)N1CC(C)N(C(=S)Nc2ccccc2)CC1C (configuration not stated),-14,-4
Cc1ccccc1[C@@]1(C)ON(c2ccccc2C(F)(F)F)C1=O,10,-5
CCC(NC(=O)Nc1ncccc1C)(C(F)(F)F)C(F)(F)F,4,-2
Cc1nc2ccccc2nc1OCC(=O)N1CCN(c2ccccc2)CC1,3,-12
O=C(CSc1ccccn1)Nc1nncs1,-3,0
CCC(C(=O)N1CCN(c2ncccn2)CC1)c1ccccc1 (configuration not stated),-4,5
CC1(CSc2ccccc2)CC(=O)N1 (configuration not stated),-2,4
O=C(CCCNS(=O)(=O)c1cccs1)N1CCN(c2ccc(F)cc2)CC1,-13,-4
CN(c1ccccc1)S(=O)(=O)c1ccc(C(=O)NCC2CCCO2)cc1 (configuration not stated),-3,6
CCC(CC)C(=O)Oc1c(C(=O)N(C)C)cccc1-c1ccccc1,-14,0

# Molecules shown so far that have four or more nitrogen atoms (18):
SMILES,H9c2 TAG inh,H9c2 TAG inh DAPI viability
COc1ccc(C(c2nnnn2Cc2cccs2)N2CCN(c3ccccc3)CC2)cc1OC (configuration not stated),2,-10
Cc1nc2ccc(S(=O)(=O)NCC(=O)N3CCN(c4ccccc4)CC3)cc2s1,-6,6
CCn1c(SCc2nc3cc(OC)c(OC)cc3c(=O)[nH]2)nc2ccccc21,-6,-2
O=C(CN1CCOCC1)Nc1nc(-c2ccc3c(c2)CCN3S(=O)(=O)c2ccccc2)cs1,5,7
O=C(CSc1nnc(CNC(=O)c2ccccc2)o1)NCc1ccco1,1,2
CC(C)n1nnnc1SCC(=O)N1CCOCC1,7,-10
CC(C)(C)c1ccc(-n2ncc3c2CCCC3NC(=O)C2=NNC(=O)CC2)cc1 (configuration not stated),-41,0
NC(=O)Cn1cc(/C=N\NS(=O)(=O)c2ccc(Cl)cc2)c2ccccc21,13,-4
CSc1ccccc1NC(=O)CSc1nnnn1-c1ccccc1SC,8,8
Cc1cc(C)c2nc(C(F)(F)F)nc(NCCCN3CCOCC3)c2c1,15,6
CC(C)CN(C(=O)COC(=O)c1c2c(nc3ccccc13)CCC2)c1c(N)n(Cc2ccccc2)c(=O)[nH]c1=O,6,-12
CSc1nnc(C(C)(C)C)c(=O)n1/N=C/c1ccccc1O,6,-4
Cn1ncc2c(N3CCN(c4ccc(Cl)c(Cl)c4)CC3)ncnc21,28,-22
N#CC1(NC(=O)CSc2nnc(Nc3ccccc3F)s2)CCCC1,9,-4
C[C@@H]1CCCCCCCCC(=O)OCCN(C(=O)OC(C)(C)C)[C@H](C)CCCCCCCCC(=O)OCCN(C(=O)OC(C)(C)C)[C@H](C)CCCCCCCCC(=O)OCCN(C(=O)OC(C)(C)C)[C@H](C)CCCCCCCCC(=O)OCCN1C(=O)OC(C)(C)C,-19,-9
Cc1nc2ccccc2nc1OCC(=O)N1CCN(c2ccccc2)CC1,3,-12
O=C(CSc1ccccn1)Nc1nncs1,-3,0
CCC(C(=O)N1CCN(c2ncccn2)CC1)c1ccccc1 (configuration not stated),-4,5
